Screening results: PubChem, National Center for Advancing Translational Sciences (NCATS)
SNCA expr inh: reduces expression of the alpha-synuclein gene; AID 1671194; actives 0.17% (n = 140,000); HEK-293 SNCA-luciferase knock-in, luminescence, 24 h; Potency, µM (doses to about 57.2 µM), inactives show at the top dose activity change, negative = inhibition, usual class: inhibitors;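 note: potency is the fitted concentration of half-maximal effect; plate controls were DMSO cells for no effect and cell-free wells for full effect; nearly all actives have a fitted effect of over 45% in size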
HEK293 viab: counter-screen for SNCA expression inhibitors: cell viability | AID 1671193 | actives 0.12% (n = 150,000) | Potency, µM (top dose mostly 57.1 µM), inactives show top-dose activity change, negative = cytotoxicity, hits mostly cytotoxic | HEK-293-SNCA-luc viability, GF-AFC fluorescence, 24 h;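 note: potency is the fitted concentration of half-maximal effect; 0% = DMSO-treated cells and -100% = medium-only wells without cells; nearly all actives have a fitted effect of over 30% in size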
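Cytotoxicity counterscreen: after 24 h compound treatment of genome-edited SNCA-luciferase HEK-293 cells, live-cell protease substrate GF-AFC read by fluorescence after 30 min; activity scaled between DMSO (0%) and medium-only (-100%), curves Hill-fitted.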
Luciferase inh: blocks purified firefly luciferase enzyme activity; Potency, µM (series often up to 115 µM), for the others: top-dose activity change, negative = inhibition, most hits filed as inhibitors; purified P. pyralis luciferase, luminescence, biochemical; actives 2.5% (n = 76,000); AID 1347043; note: potency is the fitted concentration of half-maximal effect; nearly all actives have a fitted effect of over 65% in size
Target sequence (P08659 whole entry, looked up): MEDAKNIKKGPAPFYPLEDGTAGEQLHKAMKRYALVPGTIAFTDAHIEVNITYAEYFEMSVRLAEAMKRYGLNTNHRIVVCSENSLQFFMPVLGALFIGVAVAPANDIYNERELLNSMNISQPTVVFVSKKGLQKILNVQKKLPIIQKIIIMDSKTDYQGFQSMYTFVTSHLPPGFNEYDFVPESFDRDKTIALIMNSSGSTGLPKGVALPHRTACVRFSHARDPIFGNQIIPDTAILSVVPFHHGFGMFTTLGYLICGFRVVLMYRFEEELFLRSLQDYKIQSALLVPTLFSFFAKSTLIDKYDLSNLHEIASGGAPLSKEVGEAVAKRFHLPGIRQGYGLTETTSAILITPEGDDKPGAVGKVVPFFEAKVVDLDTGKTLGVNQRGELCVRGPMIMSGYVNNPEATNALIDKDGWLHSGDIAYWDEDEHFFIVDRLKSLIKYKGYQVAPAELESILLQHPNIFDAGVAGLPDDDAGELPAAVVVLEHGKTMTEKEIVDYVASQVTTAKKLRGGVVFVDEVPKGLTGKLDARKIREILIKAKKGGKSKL
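Luminescence read by CCD imager after adding enzyme (10nM final) to wells holding compound, titrated in qHTS. Substrates 10uM each D-luciferin and ATP; buffer 50mM Tris acetate pH 7.5, 10mM Mg acetate, Tween-20, BSA.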
IP6K1 inh: IP6K1 kinase inhibition; IP6K1 kinase, ADP-Glo luminescence, 2 h; stronger effect = lower value; activity change, % (series mostly up to about 58 µM); actives 0.81% (n = 140,000); AID 1645851; in the data active = activity change below about -25%
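ADP-Glo luminescence measures ADP made by human IP6K1 during a 2 h RT reaction with ATP/IP6 (mix at 1.3 mM/130 uM); top library doses 57.5 and 19.1 uM final.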
GPT2 inh: blocks human glutamate pyruvate transaminase 2; Q8TD30; Recombinant GPT2, coupled pyruvate oxidase/HRP Amplex Red fluorescence; Potency, µM (titrated, usually from 57.7 µM), for inactives: at the highest dose activity change, negative = inhibition, usual class: inhibitors; actives 0.25% (n = 100,000); AID 1671188; note: potency is the fitted concentration of half-maximal effect; nearly all actives have a fitted effect of over 60% in size; many of its hits are not listed in these tables
Target sequence (Q8TD30 whole entry, looked up): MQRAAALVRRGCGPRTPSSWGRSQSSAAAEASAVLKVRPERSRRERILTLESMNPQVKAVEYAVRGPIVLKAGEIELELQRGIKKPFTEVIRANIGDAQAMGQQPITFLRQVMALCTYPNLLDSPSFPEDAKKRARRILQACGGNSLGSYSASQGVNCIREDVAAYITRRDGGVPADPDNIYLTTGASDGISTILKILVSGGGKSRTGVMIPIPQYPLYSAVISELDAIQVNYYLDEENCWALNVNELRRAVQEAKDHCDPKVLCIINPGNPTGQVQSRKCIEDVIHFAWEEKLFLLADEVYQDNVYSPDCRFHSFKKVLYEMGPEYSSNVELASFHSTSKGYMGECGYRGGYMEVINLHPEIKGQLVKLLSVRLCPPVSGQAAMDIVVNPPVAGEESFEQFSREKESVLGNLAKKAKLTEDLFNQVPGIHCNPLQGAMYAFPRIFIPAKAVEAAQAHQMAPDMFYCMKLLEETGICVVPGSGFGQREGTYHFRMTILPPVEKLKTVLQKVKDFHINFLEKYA
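Fluorescence of coupled pyruvate oxidase/HRP/Amplex Red system (50uM Amplex, 30 min, dark) reports pyruvate formed by GPT2. Enzyme reaction: 10ng/uL GPT2, 2mM L-alanine, 250uM a-KG, 30 min room temperature, pH 7.5; 50uM AOA control.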
NIH3T3 tox: cytotoxic compounds in NIH 3T3 cells | NIH 3T3 viability, CellTiter-Glo ATP luminescence, 48-72 h | Potency, µM (titrated, usually from 96.7 µM), without a hit: at the highest dose activity change, negative = cytotoxicity, hits mostly inhibitors | actives 4.3% (n = 94,000); note: potency is the fitted concentration of half-maximal effect; nearly all actives have a fitted effect of over 55% in size
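NIH 3T3 cells at 400 cells/well received 23 nL of compound by pintool and were incubated 48 or 72 h at 37 °C. Viability was read as ATP-coupled CellTiter-Glo luminescence.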
HEK293 tox: cytotoxic compounds in HEK 293 cells | actives 6.6% (n = 94,000) | Potency, µM (top dose mostly 115 µM), for inactives: at the top dose activity change, negative = cytotoxicity, most hits filed as inhibitors | HEK 293 viability, ATP luminescence (CellTiter-Glo), 48-72 h | AID 1345083; note: potency is the fitted concentration of half-maximal effect; nearly all actives have a fitted effect of over 60% in size
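HEK 293 cells at 250 cells/well were exposed to compounds by pintool transfer for 48 or 72 hr at 37 degree Celsius, 5% CO2. Viability was read as ATP-coupled luminescence with CellTiter-Glo after 10 min at room temperature.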
* marks the source's active call; other numbers are inactive results; i = inactive; ? = inconclusive; / = no result given; [ ] = dose if it differs, or a comment. Unless noted, calls come from the whole dose curve; as a rule, active = well fitted curve in the direction sought with a large enough effect; inconclusive = small, poorly fitted or top-dose-only effect, or another doubt; inactive = no such curve, though single readings can be large; an effect the other way counts as inactive or inconclusive. Unless noted, % is set by controls: 0 for no effect and ±100 for the full control effect. Not all compounds are listed; the hit share may differ from the screen's.

SMILES	SNCA expr inh	HEK293 viab	Luciferase inh	IP6K1 inh	GPT2 inh	NIH3T3 tox	HEK293 tox
CC[C@H]1CN(Cc2ccc(OC)cc2O)CC[C@H]1CC(=O)N(C)CC#N	34.7%[activator][87.6 µM]	0.3%[87.6 µM]	-2.6%[172 µM]	5.9	-3.4%[88.5 µM]	-24.3%[174 µM]	-22.8%[172 µM]
N#Cc1cccc(-c2ccnc(N[C@H]3CO[C@H]4[C@@H]3OC[C@H]4OC(=O)Nc3cccc4ccccc34)n2)c1	?	-21.2%	-19.6%	-9.3	?	?	22.4µM*
COc1ccc(OC)c(NC(=O)c2cnc(Nc3ccc(C)c(Cl)c3)c3ccccc23)c1	?	8.1%	/	4.4	/	/	/
COc1ccc(-c2cc(C(=O)Oc3ccc(C#N)cc3)no2)cc1	22.4%	14.1%	/	2.2	/	/	/
C[C@@H]1C(=O)O[C@H]2[C@@H](O)C34[C@H]5C[C@@H](C(C)(C)C)C36[C@@H](OC(=O)[C@@H]6O)O[C@@]4(C(=O)O5)[C@@]12O (some centres not stated)	/	-27.7%	/	3.6	i	/	/
Cc1ccc(C(=O)N2CCCC3(C2)C(=NC2CCCCC2)NC(=O)N3c2cc(F)cc(F)c2)cc1 (configuration not stated)	1.7%	-15.5%	/	-3.1	-3.8%	-14.7%	-5.8%
Cc1ccc(NC(=O)Cn2ccn3nc(-c4ccccc4)c(CO)c3c2=O)cc1F	2.8%	7.5%	0.0%	-1.7	-1.4%	?	?
CSCC(=O)NCCC[C@H](NC(=O)[C@@H]1[C@@H](NC(=O)Nc2cccc(SC)c2)CCN1C(=O)CSC)C(N)=O	1.6%	-14.7%	0.0%	9.3	i	-0.1%	3.8%
CCNC(=O)N[C@H]1CO[C@H]2[C@@H]1OC[C@H]2OC(=O)Nc1ccc(C(C)=O)cc1	6.3%[87.6 µM]	10.0%[87.6 µM]	-11.3%[172 µM]	-13.7	-27.5%[88.5 µM]	?	-7.6%[172 µM]
COCC(=O)NC1CCC12CCN(C(=O)c1ccc3ccccc3n1)CC2 (configuration not stated)	-6.4%	-3.4%	-8.5%	4.0	-6.0%	-7.0%	-5.8%
Cc1cccc(OCC(=O)N2CCC(n3cc(-c4nc(C(C)C)no4)nn3)CC2)c1	13.0%	1.3%	2.3%	0.0	i	-10.0%	-14.3%
O=C(c1ccco1)n1nc(-c2ccccc2)nc1NCc1ccc(Cl)cc1	-0.9%	6.4%	/	9.5	/	/	/
CC1CCCN(c2nc3c(S(=O)(=O)c4ccc(C(C)C)cc4)nnn3c3ccsc23)C1 (configuration not stated)	?	1.0%	/	0.5	/	/	/
COc1ccc(Nc2ccnc(N3CCCC(C(=O)NCc4cccc(OC)c4)C3)n2)cc1 (configuration not stated)	?	?	/	-4.3	i	35.5µM*	25.1µM*
CCn1nccc1C(=O)N1C[C@@H](CO)[C@H](c2ccccn2)C1	-7.5%	-5.0%	3.3%	10.7	i	2.6%	i
O=C(CCc1ccc(F)cc1)c1ccc2nnc(-c3cncc(Cl)c3)n2c1	13.3%	2.8%	/	12.3	i	?	?
OC[C@@H]1CNC[C@H]1C1CCN(Cc2cccc(F)c2)CC1	?	1.7%[12.5 µM]	-8.7%	0.9	-15.6%	-18.3%	-0.8%
NCc1ccc(-c2cc(C(F)(F)F)ccc2Cl)cc1	-22.9%	-27.1%	/	-9.4	i	25.1µM*	28.2µM*
CCCCc1ccc(-n2nc3ccc(NC(=O)c4cc5ccccc5o4)cc3n2)cc1	-23.4%	-30.0%	/	11.3	/	/	/
COc1ccc(C(=O)N2CCC(c3n[nH]c(=O)n3-c3ccc(C)cc3)CC2)cc1F	-12.9%	5.8%	-4.8%	3.7	i	?	-3.9%
O=C(Nc1ccc(Cl)cc1)N1CCC(c2nnc3n2C(C(=O)N2CCN(c4ncccn4)CC2)CC3)CC1 (configuration not stated)	6.3%	2.3%	/	-4.2	-6.9%	i	3.8%
N#Cc1ccc(S(=O)(=O)N2CCCCCNC(=O)CC2c2ccccc2)cc1 (configuration not stated)	-1.7%	0.4%	1.7%	-5.1	i	-3.0%	-14.7%
COCC1CN(C(=O)c2ccc(OC)nc2OC)CC12CCNCC2 (configuration not stated)	31.2%[activator]	-10.4%	-3.9%	16.0	i	2.9%	-0.4%
Cc1cnc(C)c(N2CCN(CC3(O)CCNC3)CC2)n1 (configuration not stated)	3.2%	6.0%	7.1%	5.6	-5.3%	-20.2%	-26.7%
O=C(COc1ccc(-c2nnc3n2CCCC3)cc1)Nc1ccc(Br)cc1	-12.8%	9.7%	6.1%	0.0	i	-7.0%	0.3%

Brought forward from above: five compounds, then new ones.
SMILES	SNCA expr inh	HEK293 viab	Luciferase inh	IP6K1 inh	GPT2 inh	NIH3T3 tox	HEK293 tox
O=C(Nc1ccc(Cl)cc1)N1CCC(c2nnc3n2C(C(=O)N2CCN(c4ncccn4)CC2)CC3)CC1 (configuration not stated)	6.3%	2.3%	/	-4.2	-6.9%	i	3.8%
N#Cc1ccc(S(=O)(=O)N2CCCCCNC(=O)CC2c2ccccc2)cc1 (configuration not stated)	-1.7%	0.4%	1.7%	-5.1	i	-3.0%	-14.7%
COCC1CN(C(=O)c2ccc(OC)nc2OC)CC12CCNCC2 (configuration not stated)	31.2%[activator]	-10.4%	-3.9%	16.0	i	2.9%	-0.4%
Cc1cnc(C)c(N2CCN(CC3(O)CCNC3)CC2)n1 (configuration not stated)	3.2%	6.0%	7.1%	5.6	-5.3%	-20.2%	-26.7%
O=C(COc1ccc(-c2nnc3n2CCCC3)cc1)Nc1ccc(Br)cc1	-12.8%	9.7%	6.1%	0.0	i	-7.0%	0.3%
CCC(=O)N1CCc2cc(S(=O)(=O)NC(CC(C)C)C(=O)NCc3cccc(OC)c3)ccc21 (configuration not stated)	-5.6%	-1.5%	/	2.9	/	/	/
CNC(=O)c1cc(C2CC2)nc2onc(C3CCN(C(=O)c4cccc(OC)c4)C3)c12 (configuration not stated)	/	/	/	-7.8	/	-4.2%	i
CCN1C(=O)CCN(Cc2cccc(C)c2)CC12CCOCC2	-13.1%	-0.3%	/	7.4	i	-16.6%	-5.6%
COc1cc(OC)cc(C(=O)N2CCC3(CC2)N=C(c2ccc(Cl)cc2)NO3)c1	-14.1%	-0.7%	5.1%	-11.9	2.9%	-25.9%	?
CN(C)CCNC(=O)c1nc2nc(-c3ccccc3)c(-c3ccccc3F)cc2n1C	-11.9%[87.6 µM]	-22.4%[87.6 µM]	-11.9%[172 µM]	7.7	3.8%[88.5 µM]	35.5µM*	50.1µM*
COc1ccc(CCNC(=O)CCn2c(=O)c3cccn3c3cccnc32)c(OC)c1OC	8.4%	14.5%	/	-19.6	/	/	/
Cc1cc(C)c(NC(=O)CN(c2ccccc2)S(=O)(=O)N(C)C)c(C)c1	-10.3%	28.5%	/	19.8	/	/	/
Cc1cnc(C)c(N2CCC(COc3cnc4c(ccn4CC(N)=O)c3)CC2)n1	?	-2.1%[87.6 µM]	-3.6%[172 µM]	8.0	-9.3%[88.5 µM]	-27.7%[138 µM]	?
COc1ccc2c(c1)C(NC(=O)c1cn(CCN)nn1)CC(C)(C)O2 (configuration not stated)	-10.9%	-2.2%	7.0%	-4.7	-1.5%	0.9%	i
COc1cccc(CNC(=O)CN2C(=O)NC3(CCOCC3)C2=O)c1OC	14.1%	0.6%	8.7%	5.2	0.7%	3.9%	3.1%
CCc1noc(-c2cccn3c(CNC(=O)CCC4CCCC4)nnc23)n1	10.8%	12.2%	-9.5%	-4.7	i	-1.0%	-3.5%
O=C(Nc1ccc(F)c(Cl)c1)C1CCCN(c2cnccn2)C1 (configuration not stated)	-7.0%	-12.0%	/	-2.7	/	/	/
COc1ccc(C(=O)NC2CCN(c3cc(C(F)(F)F)nc(C)n3)CC2)c(C)c1	2.5%	-2.3%	1.2%	-10.1	2.2%	?	-13.4%
O=C(c1ccccc1)N1CCC(n2cc(-c3nc(C4CC4)no3)nn2)C1 (configuration not stated)	52.7%[activator]	13.5%	0.0%	0.9	1.6%	?	?
COc1cc(C=CC(=O)CC(=O)C=Cc2ccc(O)c(OC)c2)ccc1O	-66.4%[87.6 µM]	?	/	/	0.0%[88.5 µM]	/	/
CSCCC(NS(=O)(=O)c1ccc2c(c1)oc(=O)n2C)C(=O)NCc1ccc(Cl)cc1 (configuration not stated)	-1.1%	14.3%	/	-4.8	/	/	/
O=C(Cn1ccn2nc(-c3ccc(F)cc3)c(CO)c2c1=O)NCc1ccc(Cl)cc1	?	-15.1%	-4.7%	6.8	-2.8%	0.9%	-28.7%
CC1CCN(S(=O)(=O)c2ccc3c(c2)c(=O)c(C(=O)N2CCN(c4cccc(Cl)c4)CC2)cn3C)CC1	1.6%	-3.2%	/	6.6	/	/	/
Cc1ccc2oc3c(c(=O)c2c1)C(c1ccc(F)cc1)N(Cc1ccc2c(c1)OCO2)C3=O (configuration not stated)	-22.8%	6.9%	/	-6.8	/	/	/
Cc1noc(C)c1C(=O)NCC(=O)N1CCCCCCNC(=O)CC1c1ccccc1 (configuration not stated)	7.3%	-16.2%	1.7%	-2.6	-22.1%	i	i
CCN1CCN(C(=O)c2ccc3nc(-c4cccc(C)n4)oc3c2)CC1	87.7%[activator][87.6 µM]	13.4%[87.6 µM]	/	20.7	i	-25.0%[138 µM]	-11.6%[172 µM]
COc1ccc(Cn2c(C3CCN(C(=O)c4ccc(Cl)cc4)CC3)n[nH]c2=O)cc1	-5.7%	5.8%	10.2%	-2.3	0.7%	-12.7%	-0.7%
O=C(N[C@@H]1CN(C(=O)Cn2c(=O)oc3ccccc32)CC[C@@H]1CO)C1CC1	-24.0%	3.4%[12.5 µM]	0.5%	32.1	1.6%	-20.7%	0.9%
COc1ccc(CNC(=O)C[C@@H]2C[C@@H](C(C)C)[C@H](CNC(C)=O)C=C2C)cc1	-22.7%[87.6 µM]	-28.3%[87.6 µM]	-18.5%[172 µM]	-6.8	-0.4%[88.5 µM]	100µM*	?
COc1ccccc1CNC(=O)C1CCN(c2nn3c(=O)cc(C)nc3s2)CC1	-8.8%	6.2%	/	-20.1	/	/	/
Cc1cccc(-c2nc3c4ccccc4nc(NCc4ccc(Cl)cc4)n3n2)c1	32.1%[activator]	-9.5%	/	-7.2	/	/	/
CC(=O)N1CCN(c2ncnc3c2CN(C2CCC2)C(=O)CN3C)CC1	-4.1%	-3.8%	5.5%	-4.5	i	-7.9%	1.2%
CCC(=O)N1CC(=O)N(CC)C2(CCOCC2)C1	5.7%	5.0%	3.2%	3.1	-15.4%	i	0.4%
